PV pol inh: inhibitors of poliovirus RNA polymerase binding and polymerization; P03300; poliovirus polymerase elongation, fluorescence polarization; stronger effect = lower value; % elongation, % (compound at 16.7 µg/mL); 0.66% of 150,000 active; AID 588519; in the data active = % elongation below about 90%; also: some results filed as inactive read as strong as hits
Target sequence (P03300 1749-2209 limits assumed): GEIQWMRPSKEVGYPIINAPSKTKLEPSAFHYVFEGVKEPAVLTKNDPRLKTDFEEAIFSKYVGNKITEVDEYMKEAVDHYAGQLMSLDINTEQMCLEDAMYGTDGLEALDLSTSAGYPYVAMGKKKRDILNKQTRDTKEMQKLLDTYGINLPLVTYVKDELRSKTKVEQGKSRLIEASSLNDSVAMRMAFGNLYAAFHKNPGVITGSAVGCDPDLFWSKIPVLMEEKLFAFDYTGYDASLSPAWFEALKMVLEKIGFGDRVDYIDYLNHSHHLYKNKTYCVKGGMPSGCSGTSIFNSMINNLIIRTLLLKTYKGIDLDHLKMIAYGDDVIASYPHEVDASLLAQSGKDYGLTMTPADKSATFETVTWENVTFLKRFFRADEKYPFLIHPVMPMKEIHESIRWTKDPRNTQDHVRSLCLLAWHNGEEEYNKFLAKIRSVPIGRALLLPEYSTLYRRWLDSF
PV pol inh FP z-score: second read-out of PV pol inh, no call of its own (marks repeat the call); z-score; measured here: FP z-score; hits read low
An asterisk follows results filed as active. This is a subset; count on the stated rates, not on these rows.

SMILES	PV pol inh	PV pol inh FP z-score
O=C(NCc1ccccc1)c1ccc(CS(=O)(=O)Cc2ccccc2F)o1	100	0
COc1ccc2nc(NNC(=O)c3ccc(S(=O)(=O)N4CCCC4)cc3)sc2c1	100	-0.3
COc1ccc(-n2ncc(C(=O)NCCC(C)C)c2C2CCNCC2)cc1	102	0.5
COc1ccc(OC)c(-n2c(C)cc(/C=C3/C(=N)N4C(=NC3=O)SN=C4S(=O)(=O)CC(C)C)c2C)c1	104	1.1
CC(C)CCNC(=O)C(=O)Nc1c2c(nn1-c1ccc(Cl)cc1)CSC2	101	-0.9
O=C(O)c1cc2c(nc3ccccn32)s1	96	-1.6
CNc1nc(N2CCOCC2)nc(N(c2ccccc2)c2ccccc2)n1	107	0.3
CCOC(=O)C1CCN(C(=O)c2ccc(CC)cc2)CC1	107	0.4
CCOC(=O)N1CCN(Cc2nc3cc(NC(=O)CC)ccc3n2C(C)C)CC1	109	0.6
CCOC(=O)c1cc(-c2ccc(OC)c(S(=O)(=O)Nc3ccc(OC)cc3OC)c2)on1	106	-0.1
CCn1c(SCC(N)=O)nnc1-c1cccs1	100	-0.3
CCCOC(=O)COc1ccc2c(=O)c(-c3ccccc3OC)coc2c1	103	0.6

Seven entries picked at random from the list so far, as already listed:
SMILES	PV pol inh	PV pol inh FP z-score
O=C(NCc1ccccc1)c1ccc(CS(=O)(=O)Cc2ccccc2F)o1	100	0
O=C(O)c1cc2c(nc3ccccn32)s1	96	-1.6
CNc1nc(N2CCOCC2)nc(N(c2ccccc2)c2ccccc2)n1	107	0.3
CCn1c(SCC(N)=O)nnc1-c1cccs1	100	-0.3
CCOC(=O)c1cc(-c2ccc(OC)c(S(=O)(=O)Nc3ccc(OC)cc3OC)c2)on1	106	-0.1
COc1ccc2nc(NNC(=O)c3ccc(S(=O)(=O)N4CCCC4)cc3)sc2c1	100	-0.3
CCOC(=O)C1CCN(C(=O)c2ccc(CC)cc2)CC1	107	0.4

Continued:
SMILES	PV pol inh	PV pol inh FP z-score
O=C(CCCc1ccccc1)Nc1cccnc1	102	0.5
CCOC(=O)c1[nH]c2cc(OC)c(OC)cc2c1N1C(=O)CCC1=O	104	0.8
COc1ccc(CCNC(=S)N2CCCC2)cc1OC	100	-0.2
N#Cc1c(NC(=O)CSc2ncnc3c2cnn3-c2ccccc2)sc2c1CCC2	132	2.4
O=C1c2ccccc2C(=O)N1CN(C(=O)c1ccccc1)c1ccc(Br)cc1	102	0.2
CC1Cc2ccccc2N1S(=O)(=O)c1nnc(NC(=O)c2ccccc2Br)s1 (configuration not stated)	121	3.1
Cc1cccc(Nc2nnc(-c3ccc(C)c(S(=O)(=O)NCC4CCCO4)c3)c3ccccc23)c1 (configuration not stated)	110	1.4
COCCn1c(=O)[nH]c2cc(C(=O)NCc3ccccc3Cl)ccc2c1=O	107	0.5
CCC1c2[nH]c3ccccc3c2CCN1C(=O)Nc1cccc(C)c1 (configuration not stated)	101	0.1
C/C(=N/O)c1nonc1/C(C)=N\O	98	-1.3
O=C(COCc1cc(-c2ccc3c(c2)OCO3)on1)N1CCN(c2ccccc2)CC1	103	-0.9
COc1cccc(NC(=O)c2c(O)c3cccc4c3n(c2=O)CC4)c1	100	-0.1
CC(=O)N1CCc2cc(N)ccc21	102	0
CC(=O)NC1=NC(=O)/C(=C\c2ccc(C)cc2)S1	117	1.2
COc1cccc(Cn2c(SCc3ccc(C(=O)N4CCCCC4)cc3)nc3ccncc32)c1	105	-0.4
CSc1ncc(C(=O)NN)n1C	105	0.3
CCOC(=O)c1c(C#N)c(C)n(-c2ccccc2)c1C	102	0
CCC(c1nnnn1C1CCCC1)N(Cc1cccs1)Cc1cc2cccc(C)c2[nH]c1=O (configuration not stated)	103	0.4
O=C(c1ccc2c(c1)N(Cc1ccccc1)CCS2)N1CCN(c2ccccn2)CC1	101	-1
COc1ccc(CCC(=O)Nc2ccc(-c3noc(-c4ccc(OC)c(OC)c4)n3)cc2)cc1	100	-0.1
Cc1ccc(Cl)cc1N1CCN(S(=O)(=O)c2cc(Br)cc3c2N(C(=O)C2CC2)CC3)CC1	102	-1
CCCNC(=O)CN1C(=O)c2cccnc2Sc2ccccc21	103	-0.8
O=C(NCc1ccc(F)cc1)c1ccc(N2CCCS2(=O)=O)cc1	104	0.7
NC(CO)Cc1ccccc1 (configuration not stated)	104	1
Cc1cccc(N(CC(=O)Nc2ccccc2C(F)(F)F)S(=O)(=O)c2ccccc2)c1C	98	-2.3
O=C(c1ccc2c(c1)OCO2)c1cn(Cc2ccc(Cl)cc2)c2ccc(F)cc2c1=O	105	-0.7
CCOc1ccc(S(=O)(=O)N2CCC(N3CCN(Cc4ccc(F)cc4)C(=O)C3=O)CC2)cc1	102	-0.9
c1csc(-c2nnc(CON=C3c4ccccc4-c4ccccc43)o2)c1	102	-0.2
COc1ccc(CCNC(=O)Cn2ncc3c(=O)oc4ccccc4c32)c(OC)c1	106	-0.2
Cc1onc(-c2c(F)cccc2Cl)c1C(=O)N=C(N)N1CC(C)OC(C)C1 (configuration not stated)	100	-0.5
O=C(c1ccccc1)c1ccc(O)cc1O	68	-13
COC(=O)c1ccc(COC(=O)c2ccc3[nH]c(C)c(C)c3c2)o1	109	0.7
CCC(=O)c1ccc(OC(=O)c2cn(-c3ccccc3)nc2-c2ccccc2)cc1	103	0.3
O=C(OCC(=O)N1CCCC1)c1ccc2c(c1)OCO2	103	0
Cc1cc(C)cc(NC(=O)C2CCCN(c3cnccn3)C2)c1 (configuration not stated)	112	1.3
Cn1/c(=N/N=C2c3cc(S(=O)(=O)NCCO)ccc3-c3ccc(S(=O)(=O)NCCO)cc32)sc2ccccc21	44	-6.7
CC(=O)N/N=C(\Cc1nc2ccccc2[nH]1)c1ccccc1	106	0.2
O=C(NCCN1CCOCC1)c1nc(-c2ccc(Cl)cc2)n2c1CCCCC2	103	0.3
O=C(Nc1ccccc1N1CCCCC1)C1CC(=O)N(Cc2ccccc2)C1 (configuration not stated)	101	-0.1
Cn1cccc1/C=N/NC(=O)c1sc2cc(Cl)ccc2c1Cl	99	-0.1
CCC(=O)N(c1nnc(SCC(=O)c2ccc[nH]2)s1)C1CC1	98	-0.3
COc1ccc2sc(N(Cc3cccnc3)C(=O)COc3ccccc3)nc2c1	108	0.2
Cc1cccc2c1nc1s/c(=C/c3cn[nH]c3-c3ccccc3)c(=O)n12	102	0.1
CCOc1ccc(N(Cc2ccccc2)C(=O)c2nc(S(C)(=O)=O)ncc2Cl)cc1	120	0.3
Nc1nc(=O)n(CC(O)C(=O)O)cc1Br (configuration not stated)	103	1
CNC(=O)c1ccccc1S(=O)c1cccc2cccc(C(=O)OC)c12 (configuration not stated)	103	0.3
S=C(Nc1ccccc1)N1CCCCC1c1cccnc1 (configuration not stated)	102	-0.3
COc1cccc(CNCCO)c1OCc1ccccc1F	103	0.9

Whole records from above.
`CC(=O)N/N=C(\Cc1nc2ccccc2[nH]1)c1ccccc1` across the screens: PV pol inh = 106; PV pol inh FP z-score = 0.2
`CCOc1ccc(N(Cc2ccccc2)C(=O)c2nc(S(C)(=O)=O)ncc2Cl)cc1` across the screens: PV pol inh = 120; PV pol inh FP z-score = 0.3

Following part:
SMILES	PV pol inh	PV pol inh FP z-score
CNC(=O)NC(=O)C(Sc1nnnn1-c1cc(C)ccc1C)c1ccccc1 (configuration not stated)	102	-0.2
N#C/C(=C(/O)COc1ccccc1)c1nc2ccccc2s1	108	0.1
O=C(Nc1ccccc1C(=O)NC1CC1)c1ccco1	106	1.7
O=C(N/C=C/n1cnc2ccccc21)c1ccc(Cl)cc1	98	-0.1
O=C(CN1CCN(Cc2ccccc2)C1=O)NCCCN1CCOCC1	100	-1.7
CCc1nn(CC(=O)NCCCOC)c(=O)c2cc3occc3n12	104	-0.4
O=C(CSc1ccccc1C(=O)O)NC12CC3CC(CC(C3)C1)C2	102	0
Cc1cc(NS(=O)(=O)c2ccc(NC(=O)NC(C)(C(F)(F)F)C(F)(F)F)cc2)no1	104	0.4
Cc1cc(C(=O)N(Cc2ccccc2)c2ccccc2)no1	99	-0.1
c1ccc(OCCNCCOc2ccccc2)cc1	107	0.6
O=C(COc1ccc(C(=O)c2ccc(F)cc2)cc1)NC1CCCC1	99	-1
CCN(CC)C(=O)Nc1c(-c2c(Cl)cccc2Cl)noc1C	100	-0.3

Reformatted with each value named: entries from further up
> O=C(CSc1ccccc1C(=O)O)NC12CC3CC(CC(C3)C1)C2
  PV pol inh: 102 | PV pol inh FP z-score: 0

> O=C(COc1ccc(C(=O)c2ccc(F)cc2)cc1)NC1CCCC1
  PV pol inh: 99 | PV pol inh FP z-score: -1

> Cc1cc(NS(=O)(=O)c2ccc(NC(=O)NC(C)(C(F)(F)F)C(F)(F)F)cc2)no1
  PV pol inh: 104 | PV pol inh FP z-score: 0.4

Additional entries:
SMILES	PV pol inh	PV pol inh FP z-score
C/C(C(=O)c1ccc(Cl)cc1)=[N+](/[O-])C1CCC/C1=N\O (configuration not stated)	102	0.3
Cc1cccc(CC(=O)Nc2cccc(-c3cn4cccnc4n3)c2)c1	107	0
CCC(CC)NC(=O)Nc1ccccc1C(F)(F)F	102	-0.2
C=CCC(CC=C)(CNC(=O)C(=O)Nc1ccc(C(=O)OCC)cc1)c1ccccc1	108	0.3
CCc1ccc(CN2CCc3nc(Nc4ccc5c(c4)OCCO5)ncc3C2)cc1	106	0
CCOC(=O)N1CCC2(CC1)C(C(=O)C13CC4CC(CC(C4)C1)C3)C2(C#N)C#N (configuration not stated)	102	0.1
Cc1ccc(C)c(NC(=O)C(=O)NCCCN2CCOCC2)c1	109	-0.3
COc1ccc(C(CC(=O)Nc2ccc(C(C)=O)cc2)N2Cc3ccccc3C2=O)cc1 (configuration not stated)	108	0.1
Cc1occc1C(=O)N/N=C/c1sc(N2CCOCC2)nc1-c1ccccc1	111	1
CC1(C)Cc2c(sc(N3CCCC3=O)c2C#N)C(C)(C)N1	106	0.4
O=C(O)CCc1ccsc1	100	-0.5
Cc1cccc2c1-c1sc(C(=O)N3CCN(c4ccc(F)cc4)CC3)cc1CO2	105	0.2
CCc1cccc(C)c1NC(=O)C(CC)n1nc(C)c2c(C)n(-c3ccccc3)nc2c1=O (configuration not stated)	108	0.1
COc1ccc(OCC(=O)NCc2ccco2)cc1	101	-0.1
COc1ccc(/C=C2\CC/C(=C\c3ccc(OC)c(Cn4cccn4)c3)C2=O)cc1Cn1cccn1	104	0.6
COc1ccc(-c2cn3nc(N4CCCC(C(=O)Nc5cccc(OC)c5)C4)sc3n2)cc1 (configuration not stated)	105	0.3
CCN(c1cccc(C)c1)S(=O)(=O)c1nnc(NC(=O)C2CCCCC2)s1	111	0.7
CCCCN(C)CC(O)Cn1cc(/C=C/C(=O)c2ccc(Br)cc2)c2ccccc21 (configuration not stated)	122	2.6
CCC1CN(C(=O)N2CCC(C(=O)Nc3cc(C)ccc3C)CC2)c2ccccc2O1 (configuration not stated)	104	-0.5
O=C(CSc1nnc(COc2cccc3ccccc23)n1CC1CCCO1)NC1CC1 (configuration not stated)	101	0.1
N#Cc1ccc(/C=C2/N=C(SCC(=O)N3CCCC3)N(C3CCCCCC3)C2=O)cc1	96	-1
O=C(CCn1c(=O)oc2ccccc21)NC1CCCCC1	99	-0.7
COC(=O)C1CN(C(=O)c2ccccc2Cl)c2ccccc2O1 (configuration not stated)	101	0
CC1(c2ccc(Cl)cc2)CC(C)(C)N(C(=O)c2cccnc2)c2ccccc21 (configuration not stated)	99	-0.6

As a short view, 3 of the compounds above.
SMILES	PV pol inh	PV pol inh FP z-score
O=C(CCn1c(=O)oc2ccccc21)NC1CCCCC1	99	-0.7
COC(=O)C1CN(C(=O)c2ccccc2Cl)c2ccccc2O1 (configuration not stated)	101	0
CC1(c2ccc(Cl)cc2)CC(C)(C)N(C(=O)c2cccnc2)c2ccccc21 (configuration not stated)	99	-0.6

Further entries
SMILES	PV pol inh	PV pol inh FP z-score
O=C1CC(c2ccccc2)n2nc(NS(=O)(=O)c3ccccc3)nc2N1 (configuration not stated)	103	0.4
CC(C)(C)C(=O)CSc1nc2c(cc1C#N)N1CCC2CC1	99	-0.5
COc1ccc(-c2cc(NCc3ccc(C)cc3)n3cnnc3n2)cc1	108	-0.1
CCc1cccc(NC(=O)c2ccccn2)c1	101	-0.3
COc1ccc(OC(=O)OCC(C)C)cc1	100	-0.4
CCCc1cc(=O)[nH]c(SCC(=O)NCC23CC4CC(CC(C4)C2)C3)n1	103	0.1
CCCn1c(=O)c2c(C(F)(F)F)cc(-c3ccco3)nc2n(CCC)c1=O	98	-0.8
Cc1cc(NC(=O)c2cccn(Cc3cccc([N+](=O)[O-])c3)c2=O)no1	101	-0.9
Cc1ccccc1Nc1nc(NCCN(CC(C)C)CC(C)C)nc2c1cnn2C	103	1
Cc1cc(C)c(OCC(=O)Nc2cc(-c3nc4ncccc4o3)ccc2C)c(Cl)c1	104	0.8
S=C1CCCN1c1ccccc1	102	0.4
O=C(NCC1CCCO1)C1CCCN1C(=O)Nc1ccc(Cl)cc1 (configuration not stated)	102	0
COc1ccc(C(O)CCC(=O)O)cc1 (configuration not stated)	103	0.5
Cc1nc2ccc(C(=O)NCc3ccccc3CN3CCCC3)cc2nc1C	101	-0.4
CCCn1ccc2c(OCC(=O)NCc3ccc(C)cc3)cccc2c1=O	105	-0.3
COc1ccc(C(=O)NCCc2csc(-c3ccc(Cl)cc3)n2)c(OC)c1	108	0.5
CC(NC(=O)C1CCCN(C(=O)N(C)C)C1)c1ccccc1 (configuration not stated)	102	0.4
COc1ccc(C2c3c(n(C)c4ccccc34)C(=O)N2CC(=O)Nc2c(C)cc(C)cc2C)cc1 (configuration not stated)	106	0.1
CN(C)c1nc(OCC(=O)NC(C)(C)C)nc(N(C)C)n1	99	-0.4
CCCCNC(=O)C1c2cc(OC)c(OC)cc2C(=O)N(C)C1c1ccc(OC)cc1 (configuration not stated)	100	0
COc1ccc(C(=O)Nc2nonc2-c2ccc(OC)c(OC)c2)cc1Cl	106	-0.2
CN1CCc2nc(NC3=NCCCCC3)sc2C1	105	0.3
CCOC(=O)C1CCN(C(=O)C(C(=O)c2ccccc2)n2ccccc2=O)CC1 (configuration not stated)	108	0.5

Compound activity (PubChem BioAssay)
